KKLEB tox: counter-screen for CF NF-kB inhibitors: cytotoxicity. KKLEB CF airway cells viability, ATPlite luminescence, overnight; active compounds read low; cells stimulated with P. aeruginosa culture filtrate. activity change (cytotoxicity), % at 5 µM. actives 0.36% (n = 360,000);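 active means corrected activity change at or below -50% at 5 µM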
Shn3 3UTR inh: inhibitors of Schnurri-3 3'UTR reporter in osteoblasts | inhibition, % at 12.5 µM | actives 0.52% (n = 360,000) | Clone20 osteoblast Shn3 3'UTR firefly luciferase, 24 h | AID 588674;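 active means mean inhibition of at least 75% with every replicate also reaching 75%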;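 further: 0% = median of neutral control wells and 100% = pilot-screen positive control compound; some compounds past the cut are filed as inactive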
NR2E3 ag-1: activates human photoreceptor nuclear receptor NR2E3; inhibition of corepressor binding, % at 4.78 µM; actives 0.12% (n = 320,000); GST-NR2E3/biotin-RetCOR TR-FRET, 1536-well; AID 2300;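 active means percent inhibition above the cutoff of mean plus 3 SD of all tested compounds, set per screening campaign, cut at about 20% in these data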;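 further: 0% = DMSO wells and 100% = biotin wells as full block of FRET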
Target sequence (Q9Y5X4 whole entry, looked up): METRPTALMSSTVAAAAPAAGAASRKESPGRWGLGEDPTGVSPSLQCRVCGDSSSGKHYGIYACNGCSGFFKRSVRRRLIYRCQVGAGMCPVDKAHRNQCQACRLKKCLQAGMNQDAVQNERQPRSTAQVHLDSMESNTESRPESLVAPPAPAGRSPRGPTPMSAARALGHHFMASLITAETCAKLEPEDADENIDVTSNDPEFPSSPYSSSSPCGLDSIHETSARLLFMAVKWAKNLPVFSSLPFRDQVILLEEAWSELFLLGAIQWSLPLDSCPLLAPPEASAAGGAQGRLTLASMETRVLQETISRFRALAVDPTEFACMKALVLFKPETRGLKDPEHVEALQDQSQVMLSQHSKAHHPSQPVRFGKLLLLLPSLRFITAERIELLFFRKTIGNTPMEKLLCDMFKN
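Material – GST-tagged NR2E3 plus biotinylated RetCOR corepressor · Quantity – NR2E3 fusion 1.35 nM · Times – 5 h incubation at 4 °C · Medium – pH 7.5 Tris-based buffer · Technique – TR-FRET, Eu(K)-anti-GST donor, streptavidin-D2 acceptor, ex 340, em 617/671 nm · Benchmarks – high control biotin, low control 0.6% DMSO · Format – 1536-well plates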
Vif imaging: blocks HIV Vif function. HEK293T cells, Vif self-association by quenched fluorescence, imaging, 24 h. actives 0.35% (n = 340,000). inhibition, % at 7.49 µM. AID 602346; in the data active means inhibition above about 50%, passing the limit was not always enough; further: some results filed as inactive read as strong as hits
PDI turbidity: inhibitors of human protein disulfide isomerase; P07237; PDI insulin aggregation turbidity, A650, 90 min; inhibition, % at 10 µM; actives 0.052% (n = 350,000);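 active means mean inhibition across replicates of 30% or more, whatever share of single replicates reach that level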;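 further: absorbance from insulin aggregation driven by PDI reduction with DTT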
Target sequence (P07237 whole entry, looked up): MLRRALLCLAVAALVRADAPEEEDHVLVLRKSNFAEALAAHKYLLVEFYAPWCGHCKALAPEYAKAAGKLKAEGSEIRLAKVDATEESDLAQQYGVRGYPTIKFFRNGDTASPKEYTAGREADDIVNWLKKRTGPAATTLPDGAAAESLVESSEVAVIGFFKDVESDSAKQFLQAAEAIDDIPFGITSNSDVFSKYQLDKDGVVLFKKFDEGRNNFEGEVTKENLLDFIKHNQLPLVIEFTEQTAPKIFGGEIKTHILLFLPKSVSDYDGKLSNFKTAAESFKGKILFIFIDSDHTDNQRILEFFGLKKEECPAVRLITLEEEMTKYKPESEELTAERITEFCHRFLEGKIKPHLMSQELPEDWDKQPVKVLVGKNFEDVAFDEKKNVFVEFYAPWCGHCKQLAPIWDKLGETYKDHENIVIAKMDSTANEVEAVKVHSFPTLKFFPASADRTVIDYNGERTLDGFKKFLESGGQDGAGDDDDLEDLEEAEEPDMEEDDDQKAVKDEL
HIF-2a block: inhibitors of HIF-2a; 786-0 RCC cells HIF-2a reporter, luciferase luminescence, overnight; actives 0.72% (n = 360,000); inhibition, % at 18.8 µM;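 active means inhibition of the luminescence signal of 40% or more relative to plate controls, in a single-dose primary screen at 18.75 µM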
CaV13 FRET inh: Primary screen for inhibitors of IQ motif and Ca2+-dependent inactivation inhibitor domain binding in CACNA1D, Förster resonance energy transfer in living cells, …; HEK cells, CFP/YFP FRET ICDI-IQ, plate reader, 10 min; percent FRET-ratio fall versus neutral wells; inhibition, % at 12.3 µM; actives 0.098% (n = 340,000); AID 743397;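 active means mean replicate inhibition of at least 30% and at least 1% of replicates passing that level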;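 further: 0% = median of the neutral control wells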
NR2E3 ag-2: human photoreceptor-specific nuclear receptor agonism | AID 602229 | CHO-S Gal4-NCOR/VP16-NR2E3 two-hybrid, luciferase | inhibition of corepressor binding, % at 3.98 µM | actives 0.35% (n = 360,000) | Q9Y5X4;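 active means inhibition above the mean of all tested compounds plus 3 SD, cut at about 70% in these data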;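 further: 0% = DMSO with NR2E3 transfected cells and 100% = cells lacking NR2E3 construct; higher means lower luciferase signal from less NR2E3 corepressor binding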
Peg3 promoter: reduces Peg3 promoter-driven luciferase expression in HeLa; HeLa PEG-Prom luciferase reporter, luminescence, overnight; inhibition, % at 20 µM; actives 1.7% (n = 360,000); AID 588405;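 active means inhibition of at least 50% at 20 µM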
CF NFkB inh: inhibitors of cystic fibrosis induced NF-kB | inhibition, % at 5 µM | KKLEB NF-kB-GFP reporter, PAF-induced, GFP fluorescence overnight | actives 0.86% (n = 360,000);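 active means at least 50% inhibition at 5 µM, scaled per plate between neutral and stimulator controls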;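 further: PAF is a Pseudomonas aeruginosa culture filtrate used as stimulus; plate controls were PAF-stimulated DMSO wells for no effect and unstimulated DMSO wells for full effect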
MITF TRPM1 inh: inhibitors of MITF-driven TRPM1 promoter in melanoma cells; SK-MEL-5 TRPM1 promoter luciferase, 24 h; inhibition, % at 12.5 µM; actives 0.83% (n = 330,000); AID 488899;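 active means mean inhibition across replicates of 60% or more, whatever share of single replicates reaches that level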; further: values of inactives mirror those of a sister screen read the other way
* = called active by the depositor; x = no result given.

SMILES	KKLEB tox	Shn3 3UTR inh	NR2E3 ag-1	Vif imaging	PDI turbidity	HIF-2a block	CaV13 FRET inh	NR2E3 ag-2	Peg3 promoter	CF NFkB inh	MITF TRPM1 inh
CN(C)c1ccc(NC(=O)CCCc2ccccc2)cc1	8	-111	0	-7	7	-159	-10	-146	-230	1	-32
O=C(CN(Cc1ccccc1)C(=O)CCl)c1cccc(Br)c1	-67*	24	4	-1	0	31	-6	-7	11	61*	23
CC(C)C[C@H](NC(=O)c1nc[nH]c1C(=O)N(C)Cc1ccccc1)C(=O)OCc1ccccc1	-12	-3	-1	7	11	-2	-4	-3	23	14	-3
Cc1ccc2nsnc2c1S(=O)(=O)N(Cc1ccco1)Cc1cc2cccc(C)c2[nH]c1=O	-5	13	-1	-2	14	10	-4	-26	43	21	12
CN(CC(=O)O/N=C(\N)c1ccccn1)S(=O)(=O)c1ccc(Br)cc1	1	5	6	11	-15	10	x	-7	0	-1	-10
N#CCC(=O)Nc1ccc(C(=O)OC(C(=O)Nc2ccc([N+](=O)[O-])cc2Br)c2ccccc2)cc1 (stereo not drawn)	-8	10	x	-3	-16	7	-17	4	17	-15	7
COC(=O)Nc1ccc(S(=O)(=O)N2CCCC(C(=O)NCC3CCCO3)C2)cc1 (stereo not drawn)	-6	3	x	1	-3	14	-5	14	2	19	16
COc1ccccc1NS(=O)(=O)c1ccc2oc(N)nc2c1	-3	-16	2	7	-4	16	-5	-37	22	10	-2
O=C(O)c1ccc(NC(=O)c2ccc3c(c2)C(=O)N(CC2CCCO2)C3=O)cc1 (stereo not drawn)	-12	-3	-2	-10	7	6	-3	-15	2	8	9
CN(CC(=O)Nc1ccc2c(c1)OCO2)S(=O)(=O)c1ccc(F)cc1	11	-14	1	-1	6	-39	-7	-34	-30	0	-20
COC(=O)Cn1c(=NC(=O)C2COc3ccccc3O2)sc2cc(S(N)(=O)=O)ccc21 (stereo not drawn)	4	14	1	-6	8	5	-4	6	-7	1	6
CC(=O)Nc1ccc(N2CCN(C(=O)c3cccs3)CC2)cc1	4	-23	1	-2	9	-9	-4	4	-2	2	9
C/C(=N\NC(=O)c1c(Cl)c(C)nn1C)c1cccc(NC(=O)COc2ccccc2)c1	15	-21	0	1	2	-52	-4	3	-54	-19	-27
Nc1ncnc2c1ncn2[C@@H]1O[C@H](C(=O)N[C@H]2c3ccccc3C[C@H]2O)[C@@H](O)[C@H]1O	-6	0	x	8	x	5	-6	25	2	-9	x
CCCOc1ccc(C(O)CCNC(CC(=O)O)c2ccccc2)cc1 (stereo not drawn)	16	3	-1	-1	-7	8	-5	26	-11	-32	-8
COC(=O)c1cccc(NC(=O)CCc2cc(OC)c(OC)c(OC)c2)c1	9	2	1	-8	5	16	-6	-3	13	-4	-4
CCN(CC(=O)Nc1ccc2c(c1)OCCO2)Cc1cc(=O)oc2c(C)c(C)ccc12	5	20	-1	-6	-2	-103	-8	-19	-1	-10	-3
CCOC(=O)c1nc(Nc2ccccc2)c2ccccc2n1	-7	-16	-4	x	3	-41	-8	4	-3	-18	-4
Cc1[nH]n(-c2ccccc2)c(=O)c1C=NCc1ccncc1	12	3	-1	x	2	-18	-2	-5	-4	-22	-17
CCOC(=O)c1ccc(NC(=O)C(=O)NCC2(c3ccc(OC)cc3)CCOCC2)cc1	3	18	1	-14	0	16	-46	-12	14	12	-11
CN(C)S(=O)(=O)c1cc(NC(=O)CNCc2ccccc2)ccc1Cl	-7	-5	1	1	7	-66	-7	-5	-22	-4	-11
O=C1c2ccccc2C(=O)N1CCN1CCCCC1	-7	-2	-2	-2	-5	12	1	-2	4	10	-1
COc1ccc([C@H]2CC(=O)C=C(c3ccc(OC)nc3)C2)cc1	9	-5	2	-1	9	-66	8	-32	-40	0	-11
CCc1ccc(OCC(=O)N/N=C(\C)c2ccc(OC(F)F)cc2)cc1	-9	7	-1	0	2	-2	-4	-6	-7	-14	2
CC(=O)c1ccc(S(=O)(=O)N2CCN(c3nn(C)c(=O)n(C)c3=O)CC2)cc1	2	3	x	2	-4	11	-5	6	-2	15	-6
CN(C)Cc1csc(NC(=O)Nc2ccccc2-c2ccccc2)n1	-8	5	x	15	14	-3	-6	11	9	5	x
CN(Cc1ccccc1)C(=O)c1ccc2nc([C@@H]3O[C@H](CO)[C@H](O)[C@H](O)[C@H]3O)[nH]c2c1	1	-9	x	4	-5	11	-5	29	12	-1	x
Cc1cc(=O)cc(C)[nH]1	-9	12	-3	4	-1	4	-5	-15	14	25	-4
CCc1nnc(NC(=O)CSc2nc3cccnc3n2Cc2ccccc2)s1	9	3	-1	10	10	13	-4	-9	-8	-21	9
CCNC(=S)NS(=O)(=O)c1ccccc1	5	4	3	0	-6	6	x	-12	7	-12	1
O=C(c1ccc(S(=O)(=O)NCc2ccco2)cc1)N1CCCC(C(F)(F)F)C1 (stereo not drawn)	13	0	0	-3	0	15	-4	-1	11	-2	1
CN(CCO)C(=O)C(c1ccccc1)c1ccccc1	-8	3	1	-14	4	11	-13	-14	19	14	-6
CC1(C)CC(=O)C2=C(C1)N1CCCCC1CC2=O (stereo not drawn)	-5	7	1	16	0	12	-5	1	15	-10	1
C[C@@H](C(=O)Nc1nccs1)N1C(=O)C2CC=CCC2C1=O (stereo partly drawn)	10	8	x	-3	-10	19	-6	0	1	1	-5
Cc1ccc(C)c(N(CC(=O)Nc2ccccc2C(=O)NCc2ccco2)S(=O)(=O)c2ccccc2)c1	4	-1	-3	2	-1	19	-18	24	31	-5	7
Cc1ccc(OCC(=O)NNC(=S)NCc2ccccc2)cc1	-9	1	1	-4	3	15	0	-7	9	11	-5
O=C(O)C1CCCCN1S(=O)(=O)c1ccc(Cl)s1 (stereo not drawn)	9	-3	2	12	5	3	-1	-15	4	2	7
COC(=O)c1nnn(CC(=O)Nc2ccc(C)c(F)c2)c1C(=O)OC	-9	-14	2	1	13	18	-3	-22	9	-2	6
Cc1ccc(C(=O)CSc2nnc(-c3ccco3)n2Cc2ccccc2)cc1	-7	-19	0	-18	11	-193	-4	-50	-186	1	-66
Cc1ccc(N(C)S(=O)(=O)c2cccc(C(=O)N3CCN(Cc4ccccc4)CC3)c2)cc1	14	17	x	-2	-7	2	-8	-13	6	-11	7
Cc1cc(=O)oc2cc(OCC(=O)Nc3ccccc3C(N)=O)c(Cl)cc12	8	-6	-1	1	-9	-24	-2	-2	-2	-28	-27
CS(=O)(=O)N(CC(=O)Nc1ccc2c(c1)OCO2)c1ccc(Cl)cc1	-1	-28	0	2	-3	-60	-4	-35	-53	-7	-13
Cc1cc(C)nc(CCNC(=O)CC2C(=O)NCCN2Cc2ccc(F)cc2Cl)n1 (stereo not drawn)	-8	-16	1	10	-1	14	-9	-32	5	-6	-2
CC(C)C(NS(=O)(=O)c1ccc2c(c1)C(C)(C)C(=O)N2C)C(=O)NCc1ccccc1Cl (stereo not drawn)	-12	-3	1	2	-2	10	-6	-15	14	-13	x
Cc1sc2ncnc(N3CCN(c4ncccn4)CC3)c2c1C	6	19	-2	-9	-4	20	x	-23	13	18	-4
CC1=NCCN1S(=O)(=O)c1cccc([N+](=O)[O-])c1	3	24	6	25	-3	8	-6	20	8	2	-3
Cc1c(CC(=O)NCC(=O)NCC(=O)O)c(=O)oc2cc3oc4c(c3cc12)CCCC4	-9	-26	0	-3	11	3	-4	-46	13	8	3
O=C(Nc1ccc2c(c1)OCCO2)c1cnc2n(c1=O)CCS2	5	-57	0	x	-2	-210	-6	-113	-260	-15	-60

An excerpt of these results, as comma-separated lines:
mol,KKLEB tox,Shn3 3UTR inh,NR2E3 ag-1,Vif imaging,PDI turbidity,HIF-2a block,CaV13 FRET inh,NR2E3 ag-2,Peg3 promoter,CF NFkB inh,MITF TRPM1 inh
O=C(O)C1CCCCN1S(=O)(=O)c1ccc(Cl)s1 (stereo not drawn),9,-3,2,12,5,3,-1,-15,4,2,7
COC(=O)c1nnn(CC(=O)Nc2ccc(C)c(F)c2)c1C(=O)OC,-9,-14,2,1,13,18,-3,-22,9,-2,6
Cc1ccc(C(=O)CSc2nnc(-c3ccco3)n2Cc2ccccc2)cc1,-7,-19,0,-18,11,-193,-4,-50,-186,1,-66
Cc1ccc(N(C)S(=O)(=O)c2cccc(C(=O)N3CCN(Cc4ccccc4)CC3)c2)cc1,14,17,x,-2,-7,2,-8,-13,6,-11,7

(cont.)
SMILES	KKLEB tox	Shn3 3UTR inh	NR2E3 ag-1	Vif imaging	PDI turbidity	HIF-2a block	CaV13 FRET inh	NR2E3 ag-2	Peg3 promoter	CF NFkB inh	MITF TRPM1 inh
Cc1ccccc1CN(C)C(=O)[C@H](Cc1ccccc1)NC(=O)c1ccco1	8	8	1	-4	6	5	-7	-8	39	-11	-1
COc1cccc(NC(=O)c2cc3c(=O)n4ccccc4nc3n(CC(C)C)c2=N)c1	10	5	7	9	-22	-10	-7	-7	-8	-13	60
COc1ccc(NS(=O)(=O)c2ccc3c(c2)N(C(C)=O)CC(C)S3)c(OC)c1 (stereo not drawn)	4	54	3	-4	-17	10	-2	28	13	-9	12
CCN(CC(=O)NCc1ccc(Cl)cc1)C(=O)CCC(=O)c1ccc(F)cc1	1	1	-4	x	-9	21	-6	-8	13	-1	3
Clc1cccc(-c2ccc(CNCc3ccccn3)o2)c1	-12	-21	2	8	-3	-119	-2	-7	-41	5	11
CCOC(=O)C1(Cc2ccccc2)CCCN(CCCn2cccn2)C1 (stereo not drawn)	10	11	0	x	-2	14	-5	2	4	6	28
COc1ccc(CCN2C(=O)CC(N3CCC(C(N)=O)CC3)C2=O)cc1OC (stereo not drawn)	1	-5	5	-1	-6	21	-7	-5	-1	1	19
COc1ccccc1-c1noc2ncnc(Nc3cccc(C)c3)c12	2	-20	0	5	2	23	-9	-25	9	14	-3
CCCn1ncc(CN2CCC(n3nccc3NC(=O)CCc3ccccc3)CC2)c1C	-8	-22	4	1	-3	18	-7	-9	-6	1	0
CC(=O)Nc1cccc(NC(=O)c2cccc3cccnc23)c1	9	-3	-3	11	1	-111	-4	-42	-63	-39	-5
Cc1c(NC(=O)CN2C(=O)NC(C)(c3ccccc3Cl)C2=O)c(=O)n(-c2ccccc2)n1C (stereo not drawn)	2	-17	4	-2	2	12	x	-6	9	-7	10
Cc1cc(NC(=O)Cn2c(=O)oc3ccccc32)no1	1	1	4	-4	5	3	-2	-8	25	8	1
O=C(CCNC(=O)c1ccc(Br)cc1)OCc1ccccc1Cl	17	-22	-5	15	-3	-6	-13	7	2	-39	6
CC1CCCC(C)N1C(=O)COC(=O)c1ccc(S(=O)(=O)N(C)c2ccccc2)cc1 (stereo not drawn)	10	-14	x	-7	10	10	-5	3	5	2	-2
N#C/C(=C\c1cccc(O)c1)C(=O)N1CCCCC1	-4	-13	0	14	-2	7	-10	-10	-11	7	-4
Nn1c(COc2ccccc2)nnc1SC(F)F	9	0	2	2	0	18	-6	3	3	-11	10

Compounds were not picked by outcome. Share with any hit: about 3.3%.
